Source: PubChem BioAssay (National Center for Advancing Translational Sciences (NCATS))
RGS4 inhibitor – Inhibitors of Regulator of G Protein Signaling (RGS) 4: qHTS | Transcreener GDP fluorescence polarization, RGS4-accelerated GTP hydrolysis | Potency, µM (titrated, usually from 114 µM), for inactives: top-dose activity change, negative = inhibition, actives largely listed as inhibitors | 390,000 compounds, 0.039% hits; also: % is scaled to controls: 0 for no effect and ±100 for the full control effect; nearly all actives have a fitted effect of over 75% in size; some results filed as inactive show a strong effect at the top dose
Target sequence (P49798 whole entry, looked up): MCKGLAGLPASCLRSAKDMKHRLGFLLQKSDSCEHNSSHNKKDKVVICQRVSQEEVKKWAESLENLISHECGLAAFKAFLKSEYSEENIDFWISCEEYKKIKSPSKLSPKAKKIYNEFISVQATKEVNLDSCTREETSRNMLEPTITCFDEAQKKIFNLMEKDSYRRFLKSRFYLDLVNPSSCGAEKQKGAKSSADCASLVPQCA
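MLSMR compounds (23 nl, pin-transferred) preincubated 10 min at room temperature with a 500nM (2x) first reagent, then RGS4 at 900nM (2x) plus Transcreener GDP mix added; fluorescence polarization (620/688 nm) read before and after 90 min at 30 °C.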
Vif-A3F inh – qHTS for Inhibitors of Vif-A3F Interactions: qHTS. HeLa A3F-eYFP + Vif (tagged APOBEC3F with the HIV-1 protein that degrades it), YFP fluorescence increase. Potency, µM (highest dose often 46.1 µM), for the others: top-dose activity, negative = active. 390,000 compounds, 0.2% hits; also: % of control where 0% means no effect; nearly all actives have a fitted effect of over 65% in size
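HeLa cells stably expressing A3F-eYFP plus Vif, plated and incubated overnight at 37 deg C, then exposed to compounds overnight at 37 deg C. Blocked degradation read as raised yellow fluorescence (Ex 488/Em 500-530).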
USP1 inh – Inhibitors of USP1/UAF1: Primary Screen. Ubiquitin carboxyl-terminal hydrolase 1 (Homo sapiens), O94782. recombinant USP1/UAF1, Ub-Rhodamine cleavage fluorescence. Potency, µM (doses to about 57.1 µM), inactives show top-dose activity change, negative = inhibition, actives largely listed as inhibitors. 390,000 compounds, 0.23% hits; also: % is scaled to controls: 0 for no effect and ±100 for the full control effect; nearly all actives have a fitted effect of over 60% in size; inactives centre near -12
Target sequence (O94782 whole entry, looked up): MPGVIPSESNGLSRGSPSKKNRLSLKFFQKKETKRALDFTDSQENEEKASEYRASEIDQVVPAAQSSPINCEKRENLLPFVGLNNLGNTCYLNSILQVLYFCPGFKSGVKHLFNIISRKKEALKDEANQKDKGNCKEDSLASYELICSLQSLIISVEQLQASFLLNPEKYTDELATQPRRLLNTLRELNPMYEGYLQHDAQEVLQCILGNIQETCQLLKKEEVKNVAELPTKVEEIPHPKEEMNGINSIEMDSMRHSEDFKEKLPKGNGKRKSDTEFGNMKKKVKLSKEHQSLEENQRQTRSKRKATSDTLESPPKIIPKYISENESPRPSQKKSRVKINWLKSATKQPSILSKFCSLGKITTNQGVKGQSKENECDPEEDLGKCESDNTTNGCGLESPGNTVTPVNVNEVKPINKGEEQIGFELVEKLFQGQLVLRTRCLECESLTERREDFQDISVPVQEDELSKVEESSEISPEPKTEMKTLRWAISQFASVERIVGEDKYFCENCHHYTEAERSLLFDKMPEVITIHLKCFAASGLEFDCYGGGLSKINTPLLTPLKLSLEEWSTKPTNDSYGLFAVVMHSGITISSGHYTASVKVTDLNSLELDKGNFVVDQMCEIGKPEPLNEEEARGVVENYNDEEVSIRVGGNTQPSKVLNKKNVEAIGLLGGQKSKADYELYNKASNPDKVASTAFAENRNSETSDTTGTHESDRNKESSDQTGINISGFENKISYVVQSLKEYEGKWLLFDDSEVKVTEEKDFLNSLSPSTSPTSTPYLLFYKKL
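High-throughput fluorogenic screen: 1nM USP1/UAF1 complex, Ub-Rho substrate 150nM final, 50mM HEPES pH 7.8 with 0.5mM EDTA, 0.1 mg/ml BSA, 1mM TCEP and 0.01% Tween-20.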
mIDH1 inhibitor – qHTS for Inhibitors of mutant isocitrate dehydrogenase 1 (IDH1): qHTS; Potency, µM (doses to about 76.6 µM), without a hit: top-dose activity change, negative = inhibition, usual class: inhibitors; IDH1-R132H enzyme, NADPH consumption, diaphorase/resazurin fluorescence; AID 602179, 2012; Isocitrate dehydrogenase [NADP] cytoplasmic (Homo sapiens), O75874; 390,000 compounds, 0.093% hits; also: % is scaled to controls: 0 for no effect and ±100 for the full control effect; nearly all actives have a fitted effect of over 65% in size
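IDH1-R132H (0.5 ug/mL) preincubated 30 min with compound, then NADPH (0.016 mM) and alpha-KG (2 mM) added; 80 min at RT, pH 7.5. Remaining NADPH coupled via diaphorase/resazurin to fluorescence (540/590 nm); concentration-response curves normalized to no-enzyme control.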
TrxR1 substrate – qHTS Assay for Substrates of Mammalian Selenoprotein Thioredoxin Reductase 1 (TrxR1): qHTS | AID 588456, 2011 | 390,000 compounds, 0.01% hits | purified TrxR1 substrate turnover, NADPH consumption readout | Thioredoxin reductase 1, cytoplasmic (Rattus norvegicus), O89049 | Potency, µM (top dose mostly 114 µM), without a hit: top-dose activity change, negative = substrate turnover; also: % is scaled to controls: 0 for no effect and ±100 for the full control effect; nearly all actives have a fitted effect of over 50% in size
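Rat TrxR1, dispensed at 90 nM, was prereduced with 400 uM NADPH (final) for 5 min at ~22 deg C, then incubated with compound 15 min before 400 uM selenite. A first-read NADPH fluorescence drop versus no-compound background flagged substrates.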
rTrxR1 inhibitor – qHTS Assay for Inhibitors of Mammalian Selenoprotein Thioredoxin Reductase 1 (TrxR1): qHTS; Thioredoxin reductase 1, cytoplasmic (Rattus norvegicus), O89049; recombinant rTrxR1, NADPH fluorescence consumption, selenite substrate; Potency, µM (series often up to 114 µM), for the others: at the highest dose activity change, negative = inhibition, most hits filed as inhibitors; 390,000 compounds, 1% hits; AID 588453, 2011; also: % is scaled to controls: 0 for no effect and ±100 for the full control effect; nearly all actives have a fitted effect of over 65% in size
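Rat TrxR1 (90 nM in the dispensed reagent) was pre-reduced with 400 uM NADPH for 5 min at room temperature, then incubated with compound for 15 min. After 400 uM selenite was added, NADPH fluorescence (Ex 340/Em 450 nm) was followed for 8 min.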
RXFP1 agonist – qHTS Assay for Agonists of the Relaxin Receptor RXFP1; Relaxin receptor 1 (Homo sapiens), Q9HBX9; HEK293T-RXFP1 cAMP TR-FRET, 30 min; response scale: percent of porcine relaxin response, buffer zero; Potency, µM (doses to about 57.5 µM), for the others: top-dose activation, usual class: activators; 370,000 compounds, 0.3% hits; AID 2676, 2010; also: % is scaled to controls: 0 for no effect and ±100 for the full control effect; nearly all actives have a fitted effect of over 60% in size; many of its hits are not listed in these tables
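cAMP rise read by TR-FRET after 30 min, 37C compound exposure (up to 58 uM) in RXFP1-transfected HEK293 cells with Ro 20174 present. EC50 from Hill-equation fits, with 29 nM porcine relaxin as 100% and buffer as basal.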
Vif-A3G inh – qHTS for Inhibitors of Vif-A3G Interactions: qHTS | 410,000 compounds, 0.076% hits | Potency, µM (series often up to 46.1 µM), for the others: at the top dose activity, negative = active, most hits filed as inhibitors | HeLa A3G-eYFP + Vif (tagged APOBEC3G with the HIV-1 protein that degrades it), YFP fluorescence, overnight | AID 602310, 2012 | DNA dC->dU-editing enzyme APOBEC-3G (Homo sapiens), Q9HC16;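 also: % is scaled to controls: 0 for no effect and ±100 for the full control effect; nearly all actives have a fitted effect of over 60% in size; hits raise eYFP signal because A3G escapes Vif-driven loss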
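Read-out is eYFP fluorescence (Ex 488/Em 500-530) from Vif-expressing HeLa A3G-eYFP cells; more signal means A3G escaped Vif-mediated degradation. Cells plated overnight, compound pinned in, incubated overnight at 37 deg C.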
12-LOX inh – Primary qHTS assay for inhibitors of human arachidonate 12S-lipoxygenase (ALOX12): Round 2 | Polyunsaturated fatty acid lipoxygenase ALOX12 (Homo sapiens), P18054 | Potency, µM (series often up to 108 µM), without a hit: at the top dose activity change, negative = inhibition, hits mostly inhibitors | AID 1671190, 2021 | purified 12hLO, xylenol orange hydroperoxide absorbance | 580,000 compounds, 1.1% hits; also: % is scaled to controls: 0 for no effect and ±100 for the full control effect
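Purified human 12hLO (150 nM final) in 25 mM Hepes, 0.01% Triton X-100, pH 7.0 was preincubated 15 min at room temperature with compound. Then 40 uM arachidonic acid was added, 30 min. Hydroperoxide was read by Fe-XO absorbance ratio 573/405 nm.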
The depositor's hits bear a star; ? = inconclusive; · = no result given; & = joins results of further samples; [ ] = remark or other dose. Calls follow the shape of the dose curve; as a rule, active = well fitted curve in the direction sought with a large enough effect; inconclusive = small, poorly fitted or top-dose-only effect, or another doubt; inactive = no such curve, though single readings can be large; an effect the other way counts as inactive or inconclusive. Potency is read from the fitted curve at half-maximal effect. Not all compounds are listed (hit frequency here may not be typical).

no. | canonical_smiles | RGS4 inhibitor | Vif-A3F inh | USP1 inh | mIDH1 inhibitor | TrxR1 substrate | rTrxR1 inhibitor | RXFP1 agonist | Vif-A3G inh | 12-LOX inh
1 | Cc1ccc(-n2c(C)cc(C(=O)CN3CCCCC3)c2C)cc1 | -13% | 2% | ? | 5% | 8% | 8%[57.1 µM] | 2.1% | -5% | 0%
2 | CCOc1cccc(C2/C(=C(/O)c3ccc4c(c3)CC(C)O4)C(=O)C(=O)N2Cc2cccnc2)c1 (stereo not given) | -10% | 0% | -10% | 9% | -7% | -6% | ? | -9% | -7%
3 | Cc1ccccc1NC(=S)N1CCN(Cc2ccccc2)CC1 | -6% | -2% | -9% | -4% | 2% | 16% | -0.3% | 0% | 6%
4 | CCOc1ccc2nc(NC(=O)Cn3cnc4c3c(=O)n(C)c(=O)n4C)sc2c1 | -7% | -6% | -19% | -5% | 2% | 14% | 1.7% | -1% | ?
5 | CC(=O)c1ccc(OCCCC(=O)Nc2cccc(S(=O)(=O)N3CCCCCC3)c2)cc1 | -18% | 0% | -19% | 0% | 2% | 13%[57.1 µM] | · | 2% | ?
6 | O=C(CCC(=O)Nc1nnc(C2CCCCC2)s1)NCC1CCCO1 (stereo not given) | 31% | 7% | -5% | -3% | 9%[57.1 µM] | 8% | 2.3% | -1% | -9%
7 | COc1ccc(OC)c(S(=O)(=O)n2ccnc2C)c1 | -6% | 0% | -21% | 0% | 9%[57.1 µM] | 9%[57.1 µM] | 2.8% | 0% | -9%
8 | Cc1cc(N)n2nc(C(F)(F)F)nc2n1 | 20% | -7% | -13% | 17% | 0% | 2% | 1.1% | -5% | 1%
9 | COc1cccc(-c2cc3nc4c(c(N5CCC6(CC5)OCCO6)n3n2)CCCC4)c1 | -25% | -7% | ? | 1% | 73%[activator] | 122%[activator] | 2.6% | 0% | 7%
10 | CC(=O)OC1(C)C=Cc2ccccc2C1=NS(=O)(=O)c1ccccc1 (stereo not given) | · | -20% | -22% | 3% | · | · | · | -2% | -6%
11 | Cc1ccc(N/C=C(\[N+](=O)[O-])S(=O)(=O)c2ccccc2)cc1 | -7% | -20% | -12% | -3% | 6%[57.1 µM] | 11%[57.1 µM] | -1.9% | 0% | -5%
12 | COc1ccc(NC(=O)N(CCC(C)C)C(C)c2ccccn2)c(OC)c1 (stereo not given) | 8% | 0% | -20% | -1% | 1% | 15% | 3.0% | 2% | -4%

Further results
no. | canonical_smiles | RGS4 inhibitor | Vif-A3F inh | USP1 inh | mIDH1 inhibitor | TrxR1 substrate | rTrxR1 inhibitor | RXFP1 agonist | Vif-A3G inh | 12-LOX inh
13 | COc1ccc2[nH]c3c(c2c1)CCN1C(=O)N([C@@H](C)C(=O)NC2CCCC2)C(=O)[C@]31C | -17% | 5% | -27% | 0% | 2% | 0% | -0.3% | -4% | 0%
14 | COc1ccc(OC)c(NC(=O)c2cc(-c3cc(C)cc(C)c3O)n[nH]2)c1 | -1% | 11µM* | -2% | -1% | 14% | 20%[57.1 µM] | 5.1% | 0% | 24%
15 | CN1C(=O)/C(=C/c2ccc(OCc3ccc(F)cc3)cc2)N(C)C1=S | 27% | 0% | -1% | 3% | -7% | 8% | 0.8% | 2% | 0%
16 | CCOC(=O)C1(CCOc2ccccc2)CCN(Cc2cccs2)CC1 | 21% | 0% | -13% | 0% | 5%[57.1 µM] | 22%[57.1 µM] | 1.1% | 0% | 20%
17 | O=C(c1cc(C2CC2)nn1-c1ccccc1)N1CCN(S(=O)(=O)c2cccc(F)c2)CC1 | -9% | 3% | -15% | -5% | -1% | 28% | 1.2% | 1% | 16%
18 | Cc1cccc(CN2CCN(c3nc4nonc4nc3NC3CC3)CC2=O)c1 | 23% | 3% | -14% | -1% | -4% | 14% | 2.2% | -5% | 0%
19 | COc1ccc(NC(=O)C2CCCN2C(=O)OCc2ccccc2)c(OC)c1 (stereo not given) | 9% | 1% | -10% | 2% | 7%[57.1 µM] | 13%[57.1 µM] | 1.4% | -1% | 155%[activator]
20 | Nc1c(-c2nc(-c3ccc(Cl)cc3)no2)nnn1-c1ccc(C(F)(F)F)c(Cl)c1 | 3% | 0% | -9% | 0% | 14% | 40%[activator] | 3.3% | 3% | -8%
21 | Cc1cc(S(=O)(=O)N2CCN(Cc3ccc4c(c3)OCO4)CC2)cc(C)c1N1CCCC1=O | -14% | 4% | -2% | 11% | -8%[57.1 µM] | -2%[57.1 µM] | -0.6% | 1% | ?
22 | c1cc2c(cc1CNc1ccc(N3CCOCC3)cc1)OCO2 | -22% | 1% | · | · | -1%[57.1 µM] | -19%[57.1 µM] | · | -4% | ?
23 | CCC(C)[C@H]1CNCCN1CCC12CC3CC(CC(C3)C1)C2 (stereo not given in full) | 5% | -8% | -13% | 18% | 15%[57.1 µM] | 29%[57.1 µM] | -0.2% | 2% | -28%
24 | O=C(OCC(=O)N1CCCCCC1)c1ccc([N+](=O)[O-])cc1Cl | 18% | 0% | -18% | -5% | 3% | 21% | 1.7% | 6% | 2%

(cont.)
no. | canonical_smiles | RGS4 inhibitor | Vif-A3F inh | USP1 inh | mIDH1 inhibitor | TrxR1 substrate | rTrxR1 inhibitor | RXFP1 agonist | Vif-A3G inh | 12-LOX inh
25 | COc1ccc(OC)c(/C=C2\SC(=S)N(NS(=O)(=O)c3ccc(C)cc3)C2=O)c1 | -6% | 7% | ? | -5% | -13% | -11% | 3.2% | -1% | ?
26 | COc1ccc(NS(=O)(=O)c2c(C)[nH]c(C)c2C(=O)N2CCCCC2)cc1Cl | 8%[11.4 µM] | -1% | -13% | -3% | 5% | 15% | -0.3% | 1% | -14%
27 | CCOc1ccc(C(=O)Nc2ccc(C(=O)OCc3cc(=O)n4ccsc4n3)cc2)cc1 | -14% | -2% | ? | 23% | -4%[57.1 µM] | 5%[57.1 µM] | 2.0% | 1% | -22%
28 | Cc1ccc(-c2nc3ccccc3s2)cc1S(=O)(=O)N1CCCC1 | -7% | -3% | -19% | 11% | 6% | 17% | 1.8% | -1% | -3%&27%
29 | O=C(CCn1c(=O)oc2ccccc21)Nc1ccc(N2CCOCC2)cc1 | 3% | -9% | -13% | 0% | -13% | -16% | -1.9% | -1% | -10%
30 | OCCNCCOc1ccccc1F | 1% | 4% | -16% | 1% | 2% | -7% | 1.1% | 0% | -11%
31 | O=C(CCc1ccccn1)N1CCCC(N2CCN(c3cccc(C(F)(F)F)c3)CC2)C1 (stereo not given) | -27% | -5% | -20% | 0% | 0% | -23% | -1.2% | 0% | -33%
32 | O=C(CCn1c(=S)oc2ccccc21)N1CCCCC1 | 11% | 6% | -14% | 5% | 7%[57.1 µM] | 4%[57.1 µM] | -0.6% | -2% | -11%
33 | O=S(=O)(c1ccc(Cl)cc1)N1CCN(CCc2ccncc2)CC1 | 4% | 2% | -17% | 0% | 1% | 22% | 1.4% | 3% | -4%
34 | O=C(CN(C(=O)CCC(=O)Nc1nccs1)c1ccc(F)c(Cl)c1)NCC1CCCO1 (stereo not given) | -2% | -10% | -19% | 4% | -1% | 16% | -0.9% | -1% | 0%
35 | O=c1cc(CN2CCN(S(=O)(=O)c3ccccc3[N+](=O)[O-])CC2)nc2sccn12 | -6% | 11% | -26% | 1% | 3% | 16% | 6.1% | 4% | -13%

At a glance, some entries already given.
no. | canonical_smiles | RGS4 inhibitor | Vif-A3F inh | USP1 inh | mIDH1 inhibitor | TrxR1 substrate | rTrxR1 inhibitor | RXFP1 agonist | Vif-A3G inh | 12-LOX inh
29 | O=C(CCn1c(=O)oc2ccccc21)Nc1ccc(N2CCOCC2)cc1 | 3% | -9% | -13% | 0% | -13% | -16% | -1.9% | -1% | -10%
30 | OCCNCCOc1ccccc1F | 1% | 4% | -16% | 1% | 2% | -7% | 1.1% | 0% | -11%
31 | O=C(CCc1ccccn1)N1CCCC(N2CCN(c3cccc(C(F)(F)F)c3)CC2)C1 (stereo not given) | -27% | -5% | -20% | 0% | 0% | -23% | -1.2% | 0% | -33%
32 | O=C(CCn1c(=S)oc2ccccc21)N1CCCCC1 | 11% | 6% | -14% | 5% | 7%[57.1 µM] | 4%[57.1 µM] | -0.6% | -2% | -11%
33 | O=S(=O)(c1ccc(Cl)cc1)N1CCN(CCc2ccncc2)CC1 | 4% | 2% | -17% | 0% | 1% | 22% | 1.4% | 3% | -4%
